Apaf-1 inh: human Apaf-1 inhibition | O14727 | reconstituted apoptosome caspase-3 activity, DEVD-Rh110 fluorescence | inhibition, % at 20 µM | 330,000 tested, 0.71% active; active = inhibition of at least 40% at 20 µM;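 note: plate controls were DMSO wells for no effect and DEVD-CHO caspase inhibitor wells for full effect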
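Assay system – apoptosome proteins · Medium – Hepes buffer, pH 7.5 · Also added – cytochrome c with DEVD-Rh110 · Timing – 30 min compound preincubation, 50 min activation, room temperature · Detection – Rh110 fluorescence, excitation 480 nm, emission 540 nm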
SENP6 inh: blocks the human protease SENP6 | inhibition, % at 10 µM | AID 2599 | 330,000 tested, 1.8% active | Recombinant SENP6 catalytic domain, aminoluciferin luminescence;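 active = inhibition above about 50% at the single tested dose, limit read from the data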;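 note: plate controls were DMSO wells with enzyme for no effect and DMSO wells lacking enzyme for full effect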
SENP8 block-1: inhibitors of human SENP8 protease; Q96LD8; purified SENP8, Z-RLRGG-aminoluciferin cleavage, luminescence; inhibition, % at 10 µM; 330,000 tested, 1.2% active; AID 2540; in the data active = inhibition above about 50%
Target sequence (Q96LD8 whole entry, looked up): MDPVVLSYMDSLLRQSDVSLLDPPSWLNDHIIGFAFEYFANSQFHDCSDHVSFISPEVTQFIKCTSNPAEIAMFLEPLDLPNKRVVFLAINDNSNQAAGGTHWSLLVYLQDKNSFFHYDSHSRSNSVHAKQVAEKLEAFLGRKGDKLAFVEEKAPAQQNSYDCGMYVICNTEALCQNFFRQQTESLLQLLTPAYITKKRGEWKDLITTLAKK
PfG6PD inh: PfG6PD (Plasmodium falciparum) enzyme inhibition; 350,000 tested, 0.78% active; PfGluPho enzyme, NADPH resazurin-diaphorase fluorescence; inhibition, % at 20 µM; AID 504690;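 active = inhibition reaching at least a set limit at 20 µM in the primary screen, cut at about 59% in these data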;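 note: 0% = DMSO wells with substrate and 100% = DMSO wells lacking glucose-6-phosphate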
NALP3 yeast inh: inhibitors of NALP3 inflammasome in yeast | Yeast reconstituted NLRP3/ASC/caspase-1, beta-gal luminescence, 24 h | inhibition, % at 10 µM | 330,000 tested, 0.39% active;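 active = inhibition of 50% or more; inactive = inhibition below 50%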;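 note: plate controls were induced DMSO wells for no effect and uninduced yeast grown without galactose for full effect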
HKDC1 inh: inhibitors of human hexokinase HKDC1. recombinant HKDC1, G6PDH/diaphorase resazurin coupled fluorescence. AID 493160. inhibition, % at 20 µM. 340,000 tested, 0.16% active;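 active = inhibition above about 35% when tested at 20 µM, limit read from the data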;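 note: plate controls were DMSO wells with enzyme for no effect and DMSO wells lacking enzyme for full effect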
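Test system: Recombinant HKDC1 (HK5) hexokinase enzyme, produced in-house | Input: HKDC1 at 5 µg/mL | Buffer or medium: Tris pH 8.0 buffer with MgCl2, Tween-20, BSA, BME | Schedule: 90 min reaction incubation at room temperature, dark | Technique: Resazurin-to-resorufin fluorescence via G6PDH and diaphorase coupling, 525/613 nm | Controls: DMSO wells with and without enzyme mix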
SENP8 block-2: inhibitors of human SENP8 protease. Q96LD8. recombinant SENP8, Nedd8 substrate fluorescence. inhibition, % at 20 µM. 360,000 tested, 0.64% active. AID 602440; in the data active = inhibition mostly above about 40%, no sharp cut-off; inactive = mostly below about 27%
SENP7 inh: SENP7 protease inhibition; recombinant SENP7, Z-RLRGG-aminoluciferin luminescence, 40 min; Q9BQF6; AID 434973; 330,000 tested, 1.5% active; inhibition, % at 5 µM;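 active = inhibition above about 50% at the single test dose, limit read from the data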;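 note: plate controls were DMSO with enzyme for no effect and no enzyme buffer wells for full effect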
Target sequence (Q9BQF6 706-1050 limits assumed): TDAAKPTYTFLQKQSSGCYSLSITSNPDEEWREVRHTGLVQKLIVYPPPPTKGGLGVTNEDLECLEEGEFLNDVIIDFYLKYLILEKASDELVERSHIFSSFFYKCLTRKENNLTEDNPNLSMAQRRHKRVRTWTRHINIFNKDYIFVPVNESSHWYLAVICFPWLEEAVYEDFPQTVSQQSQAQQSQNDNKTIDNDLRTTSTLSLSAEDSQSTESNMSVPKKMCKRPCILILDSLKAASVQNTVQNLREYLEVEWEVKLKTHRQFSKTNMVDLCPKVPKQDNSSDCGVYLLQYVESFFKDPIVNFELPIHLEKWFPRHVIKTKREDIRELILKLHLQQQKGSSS
SENP1 FRET inh: blocks the human SENP1 SUMO protease catalytic domain | 360,000 tested, 0.21% active | AID 624204 | inhibition, % at 10 µM | recombinant SENP1 catalytic domain, CyPet-SUMO1-YPet FRET cleavage;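 active = inhibition at least 30% at 10 µM, raw YFP signal under a set limit, fluorescence ratio 0.5 to 1.5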;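 note: 0% = enzyme with DMSO and 100% = no enzyme wells; some results filed as inactive read as strong as hits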
Target sequence (Q9P0U3 419-644 limits assumed): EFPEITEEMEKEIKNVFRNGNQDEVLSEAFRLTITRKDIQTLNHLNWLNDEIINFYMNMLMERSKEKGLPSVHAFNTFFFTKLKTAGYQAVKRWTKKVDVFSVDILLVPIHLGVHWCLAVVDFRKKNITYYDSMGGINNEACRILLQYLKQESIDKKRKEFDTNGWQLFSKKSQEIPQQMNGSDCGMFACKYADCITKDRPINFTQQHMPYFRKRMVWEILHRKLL
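Test system: recombinant human SENP1 catalytic domain, His6-tagged / Medium: pH 8 Tris buffer with EDTA, NaCl, BME, BSA, NP40, catalase / Also added: SUMO1 FRET substrate flanked by Cypet and Ypet, 25 nM / Times: 50 min reaction at room temperature / Signal: FRET, CFP and YFP emission / Control set: no-enzyme low control and enzyme-plus-DMSO high control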
Active calls of the source: *; . = not tested or not shown.

SMILES	Apaf-1 inh	SENP6 inh	SENP8 block-1	PfG6PD inh	NALP3 yeast inh	HKDC1 inh	SENP8 block-2	SENP7 inh	SENP1 FRET inh
CC(Cl)C(=O)NNc1cccc(Cl)n1 (stereo not given)	-3.6	-18.6	2.0	33.8	-3.5	14.4	-2.5	-2.7	2.4
Cc1ccc(NC(=O)/C=C/C(=O)O)c([N+](=O)[O-])c1	-19.7	-0.9	-2.6	-27.0	2.7	-13.0	9.4	2.0	3.9
CC(=O)Nc1ccc(S(=O)(=O)NC2CC(=O)N(c3ccc(C)c(C)c3)C2)cc1 (stereo not given)	4.4	-6.4	3.3	-1.0	0.4	-1.4	17.9	1.4	2.1
Cc1n[nH]c(C)c1Cc1ccc(C(=O)O)cc1	-18.7	-3.7	3.4	-12.0	-13.6	-4.9	14.1	6.4	-0.1
Cc1ccc(S(=O)(=O)NC2c3cccc4cccc(c34)C2Sc2nc(C)cc(C)n2)cc1 (stereo not given)	19.3	-10.0	-16.1	10.2	-3.4	3.7	5.3	-5.3	-4.6
COc1ccc(C(=O)O/N=C(\N)c2ccccn2)cc1[N+](=O)[O-]	2.1	13.0	-12.0	-3.8	14.6	-4.8	1.0	10.4	1.8
CN(C(=O)COC(=O)c1cccs1)c1c(N)n(Cc2ccccc2)c(=O)[nH]c1=O	-6.1	-6.3	3.9	0.6	19.6	-4.3	15.7	-0.2	-2.4
CN(CCOC(=O)c1cccc(Br)c1)C(C)(C)C	-3.3	-17.1	-2.7	6.3	10.3	-8.7	-11.9	6.9	3.1
Cc1ccc(NC(=O)CCC(=O)O)cc1F	-14.3	-8.7	-4.0	-0.2	14.3	-9.1	21.1	6.7	0.5
CC1CN(c2oc(-c3ccco3)nc2S(=O)(=O)c2ccccc2)CC(C)O1 (stereo not given)	9.4	-13.9	-2.3	9.0	5.0	-4.0	-5.4	-9.3	1.4
COc1ccc(NC(=O)CSc2n[nH]c(CNc3cccc(C)c3)n2)cc1	8.0	-31.8	-12.7	-2.5	10.9	5.9	4.7	14.5	0.9
Cn1c(=O)c2c(ncn2CC(=O)N2CCN(c3ccccc3F)CC2)n(C)c1=O	-6.2	-28.9	4.2	-5.9	4.7	-10.1	9.5	-2.2	2.8
O=C(O)c1cn(Cc2ccccc2Cl)c2ccc(S(=O)(=O)N3CCOCC3)cc2c1=O	4.5	-1.8	-3.3	14.5	8.9	-4.3	-10.0	3.0	-4.7
O=C(Cn1cc(C(F)(F)F)cc(Cl)c1=O)Nc1cccc(Cl)c1	-8.2	1.5	-8.3	-5.1	8.9	7.1	-14.3	-0.3	2.0
COC(=O)c1cc(C(=O)OC)n(Cc2ccc(C)cc2)c1C	-1.1	-4.7	2.3	-0.1	20.9	3.0	-3.3	4.5	-3.0

Brought forward from above: four entries, then new ones.
SMILES	Apaf-1 inh	SENP6 inh	SENP8 block-1	PfG6PD inh	NALP3 yeast inh	HKDC1 inh	SENP8 block-2	SENP7 inh	SENP1 FRET inh
Cn1c(=O)c2c(ncn2CC(=O)N2CCN(c3ccccc3F)CC2)n(C)c1=O	-6.2	-28.9	4.2	-5.9	4.7	-10.1	9.5	-2.2	2.8
O=C(O)c1cn(Cc2ccccc2Cl)c2ccc(S(=O)(=O)N3CCOCC3)cc2c1=O	4.5	-1.8	-3.3	14.5	8.9	-4.3	-10.0	3.0	-4.7
O=C(Cn1cc(C(F)(F)F)cc(Cl)c1=O)Nc1cccc(Cl)c1	-8.2	1.5	-8.3	-5.1	8.9	7.1	-14.3	-0.3	2.0
COC(=O)c1cc(C(=O)OC)n(Cc2ccc(C)cc2)c1C	-1.1	-4.7	2.3	-0.1	20.9	3.0	-3.3	4.5	-3.0
COc1cccc(CN2CCN(Cc3ccon3)CC2CCO)c1 (stereo not given)	-11.5	2.9	-8.2	-22.5	16.4	-0.4	5.0	-3.7	1.5
CCOc1ccccc1N1CCN(C(=O)c2cccc(S(=O)(=O)N3CCOCC3)c2)CC1	-2.0	-11.0	5.2	-6.4	7.3	-2.2	1.2	6.8	-1.4
O=C(NCCCN1CCCC1=O)NC1CCCCC1	7.5	-1.8	-3.2	6.2	-0.7	1.1	12.5	-17.3	-1.1
COc1ccc(N(C)S(=O)(=O)c2cccc3cccnc23)c(OC)c1	.	.	.	13.0	.	2.7	19.7	.	2.3
O=C(Nc1cccc(Cl)c1Cl)c1ccccc1NC(=O)C1CC=CCC1C(=O)O (stereo not given)	-3.1	-4.8	-11.2	-24.1	22.3	-7.2	-202.0	10.4	1.0
O=C(CCn1c(=O)[nH]c2ccsc2c1=O)NCc1ccc(F)cc1	-11.8	-7.7	4.2	0.8	1.4	-3.8	24.5	-1.0	0.6
COc1cc2c(cc1OC)C(C)N(C(=O)c1cc3ccccc3o1)CC2 (stereo not given)	1.4	-4.2	0.0	9.4	4.8	-13.0	14.2	-2.9	0.3
CC(C)c1ccc(NC(=O)C2C3C=CC4(O3)C2C(=O)N(CCCN2CCOCC2)C4C(=O)NC2CCCCC2)cc1 (stereo not given)	0.3	-13.7	-1.6	-8.1	12.5	-3.8	12.5	1.9	0.5
C[C@@H]1CN([C@H](C)CO)C(=O)c2cc(NS(=O)(=O)c3cn(C)cn3)ccc2O[C@H]1CN(C)C(=O)Nc1ccccc1	-0.9	21.6	14.1	4.4	1.2	-2.2	12.6	-0.7	0.0
O=C(NCc1ccco1)c1ccc(N2CCCC2=O)cc1	-8.0	-3.1	0.5	20.2	1.9	-0.6	23.2	3.7	0.0
Cn1c(=O)c2c(nc(SCCN3CCOCC3)n2Cc2ccccc2)n(C)c1=O	-0.5	3.0	-3.6	-8.3	20.0	-3.3	12.4	-3.5	2.8
N/C(=N\OC(=O)CCc1ccccc1)c1ccc(Br)cc1	-11.6	-7.0	-19.5	11.9	9.5	-6.5	10.0	-4.9	1.8
Cc1c(NC(=O)N(C)c2ccccc2)c(=O)n(-c2ccccc2)n1C	3.1	4.3	2.0	0.2	3.5	-8.2	7.7	2.4	1.7
CCOc1cc2c(C#N)c(N3CCCC3)nc(N)c2c(N)n1	7.0	33.5	3.1	5.2	-0.2	7.1	-269.5	26.4	-13.7
O=C(CN1CCN(C(=O)C2CCN(C(=O)/C=C/c3ccccc3)CC2)CC1)Nc1ccccc1Cl	10.9	-6.8	-12.3	-5.4	12.3	-4.6	3.6	-9.0	0.0
CN(CC(=O)Nc1cccc(F)c1)C(=O)CN1C(=O)NC2(CCCCC2)C1=O	4.4	-5.6	-2.9	-13.6	10.0	1.2	17.2	2.7	2.5
CC(C)Cn1c(N)c(C(=O)COC(=O)/C=C/c2cccs2)c(=O)n(C)c1=O	5.6	-8.7	-5.7	13.9	1.2	-1.7	12.8	-6.9	-3.6
CCOC(=O)Cc1csc(NC(=O)c2ccc(S(=O)(=O)N(CCOC)CCOC)cc2)n1	12.5	-6.4	4.6	-11.9	4.9	-5.2	9.6	-14.4	1.7
O=C(NCCc1ccco1)C(=O)NCC1OCCCN1S(=O)(=O)c1ccc(Cl)cc1 (stereo not given)	12.1	0.8	2.0	1.1	7.8	-8.1	12.2	-2.7	-1.1
COc1ccc([N+](=O)[O-])cc1NC(=O)C(C)OC(=O)CSC(C)C(=O)Nc1cc(C)on1 (stereo not given)	0.9	-19.3	1.7	-12.5	9.3	-0.5	23.5	-0.6	0.2
OCCN1CCN(CCCN2c3ccccc3Sc3ccc(C(F)(F)F)cc32)CC1	47.6*	-4.2	0.7	18.6	34.7	-2.3	-33.8	6.7	-0.1
CN(C)c1ccc(NC(=O)CSc2nc3ccccc3c(=O)n2CC2CCCO2)cc1 (stereo not given)	4.8	-14.9	-4.5	-10.1	15.4	-4.0	16.8	5.6	-7.7
COc1cc(CCC(=O)N2CCN(S(=O)(=O)c3ccc(C)c(C)c3)CC2)cc(OC)c1OC	-11.4	-10.2	-6.7	-9.0	7.4	4.6	5.6	0.5	1.8
CCOc1ccccc1N1CCN(c2nc3ccccc3nc2C(C#N)C(=O)OC)CC1 (stereo not given)	29.6	-16.8	-4.5	-18.7	21.1	6.6	-70.9	-9.2	-21.8
COc1cccc2c(=O)c3ccoc3n(C)c12	9.7	-6.5	-4.5	1.7	3.8	-5.7	-247.2	7.6	-3.7
O=C1CN(C(=S)NC(=O)c2ccccc2[N+](=O)[O-])CCN1	5.3	-8.3	3.7	4.8	-8.4	-1.3	-1.6	4.1	-0.2
NC(=O)c1cc2ccccc2o/c1=N/NC(=O)c1cccc(F)c1	7.7	-11.8	-2.6	-7.1	4.3	6.4	19.5	3.9	-10.5
O=C(OC(C(=O)NC1CCCC1)c1ccccn1)c1cccs1 (stereo not given)	.	.	.	-31.4	.	2.8	2.0	.	0.8
S=c1[nH]nc(Nc2cccc3ccccc23)s1	-23.5	8.4	7.6	45.8	-0.8	3.5	-48.6	4.7	4.5
NC(=O)C1CCN(c2nc(-c3ccc4ccccc4c3)cs2)CC1	7.3	-5.8	-10.2	6.6	-4.4	-7.2	-6.5	-0.2	-1.7
O=C(C(c1ccccc1)C(O)(c1ccccc1)c1ccccc1)N1CCOCC1 (stereo not given)	.	.	.	7.6	.	-4.2	11.1	.	-0.8
C[C@@H]1CCC(=O)N(CC[C@H](Oc2ccccc2)c2ccccc2)CC1	18.0	-6.1	6.4	-4.0	8.3	-3.4	10.9	2.6	1.6
O=C(CCc1ccccc1)NCC(=O)N/N=C/c1ccc(O)cc1O	-1.4	-6.3	4.7	-26.9	3.7	-43.3	-26.3	-1.4	0.4
O=C(O)CCC(CNS(=O)(=O)c1ccccc1)C(F)(F)F (stereo not given)	-1.6	2.0	-0.5	-11.2	8.2	-8.5	3.1	-1.9	4.2
O=C(CCN1CCN(c2ccccc2)CC1)Nc1ccc(Cl)cc1	5.5	-3.3	-1.1	11.7	30.2	2.9	6.6	8.8	-3.3
Cc1ccc(NC(=O)c2ccco2)c(NC(=O)COc2ccccc2)c1	-5.3	-5.8	2.8	-15.7	20.7	1.9	6.0	-11.5	-16.9
COC(=O)C(Cc1ccccc1)NC(=O)C(CC(C)C)NC(=O)OC(C)(C)C (stereo not given)	-5.7	-12.7	-4.0	1.4	11.6	-12.5	8.7	-0.8	1.6
CN(C(=O)c1ccno1)c1nnc(-c2cccnc2)s1	-3.5	0.0	2.2	7.0	6.8	-3.5	-43.6	11.2	2.1
O=c1[nH]c2cccc(F)c2n2cccc12	1.4	-4.9	0.2	-2.2	25.0	-1.1	9.0	-4.8	-4.0
N#CC1=C(N)OC2=C(C(=O)CCC2)C12CCN(C(=O)OCc1ccccc1)CC2	14.2	-13.3	4.3	9.7	14.2	-5.3	-3.6	-9.2	-20.1
COc1cccc(NC(=O)COC(=O)c2c(NC(C)=O)sc(C)c2C)c1	0.3	-4.0	-14.7	-0.7	10.1	-6.5	-46.7	-10.0	-0.3
CC(C)(C)C(=O)Nc1ccc(S(=O)(=O)Nc2nccs2)cc1	7.2	3.5	2.5	-11.3	11.0	-6.2	17.8	5.9	2.6
Cc1n[nH]c(=O)c2c(NC(=O)CSc3nnnn3-c3ccc(O)cc3)oc(C)c12	-5.5	-4.4	-3.5	18.2	-15.6	10.9	-11.4	7.0	-60.8
